Screening data from PubChem BioAssay.
KCNQ1 inh: inhibitors of human KCNQ1 potassium channel; P51787; CHO-K1 KCNQ1, FluxOR thallium flux fluorescence; stronger effect = higher value; B-score at 10 µM; 310,000 tested, 1.3% active;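 active = compounds whose thallium flux B-score, printed positive for inhibition, exceeds three library SD while starting fluorescence stays within three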;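 note: channel opened by potassium depolarization with thallium stimulus after 20 min compound exposure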
Platelet DG rel: platelet dense granule release activity; human platelet-rich plasma, SFLLRN dense granule ATP release, luminescence; inhibition, %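 (compounds screened at 7.5 µM in platelet-rich plasma)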; 300,000 tested, 0.22% active;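 active = mean replicate score, as percent of positive control, at or above 50; inconclusive = mean below 50 but at least one replicate at or above 50; inactive = mean and every replicate below 50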
TRPC4 inh: inhibitors of mouse TRPC4 channel. HEK293 TRPC4beta/mu-opioid, DAMGO-evoked Fluo4 calcium flux; stronger effect = lower value. 300,000 tested, 0.39% active. B-score at 10 µM. AID 2247. Q9QUQ5;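 active = B-score over 3 SD under the library average, no early fluorescence shift, positive overall ratio signal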
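System: stable TRPC4beta/mu-opioid receptor HEK293 cells; Dosing: single-point compound dosing; Measured by: Fluo4 Ca2+ flux fluorescence; Read-out basis: per-well B score of integrated baseline-normalized Fluo4 ratio.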
hERG protect: shields human hERG channel from block by proarrhythmic agents | Q12809 | CHO-hERG, FluxOR thallium flux, dofetilide IC70 present | activation (rescue from dofetilide block), less the hit threshold, % at 10 µM | 310,000 tested, 0.51% active;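 active = activation above the mean of controls blocked by dofetilide plus 5 SD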;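 note: thallium influx through hERG after potassium depolarization seen as dye fluorescence rise; in these data hits start at about 4.7%; inactives centre near -7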
Target sequence (Q12809 whole entry, looked up): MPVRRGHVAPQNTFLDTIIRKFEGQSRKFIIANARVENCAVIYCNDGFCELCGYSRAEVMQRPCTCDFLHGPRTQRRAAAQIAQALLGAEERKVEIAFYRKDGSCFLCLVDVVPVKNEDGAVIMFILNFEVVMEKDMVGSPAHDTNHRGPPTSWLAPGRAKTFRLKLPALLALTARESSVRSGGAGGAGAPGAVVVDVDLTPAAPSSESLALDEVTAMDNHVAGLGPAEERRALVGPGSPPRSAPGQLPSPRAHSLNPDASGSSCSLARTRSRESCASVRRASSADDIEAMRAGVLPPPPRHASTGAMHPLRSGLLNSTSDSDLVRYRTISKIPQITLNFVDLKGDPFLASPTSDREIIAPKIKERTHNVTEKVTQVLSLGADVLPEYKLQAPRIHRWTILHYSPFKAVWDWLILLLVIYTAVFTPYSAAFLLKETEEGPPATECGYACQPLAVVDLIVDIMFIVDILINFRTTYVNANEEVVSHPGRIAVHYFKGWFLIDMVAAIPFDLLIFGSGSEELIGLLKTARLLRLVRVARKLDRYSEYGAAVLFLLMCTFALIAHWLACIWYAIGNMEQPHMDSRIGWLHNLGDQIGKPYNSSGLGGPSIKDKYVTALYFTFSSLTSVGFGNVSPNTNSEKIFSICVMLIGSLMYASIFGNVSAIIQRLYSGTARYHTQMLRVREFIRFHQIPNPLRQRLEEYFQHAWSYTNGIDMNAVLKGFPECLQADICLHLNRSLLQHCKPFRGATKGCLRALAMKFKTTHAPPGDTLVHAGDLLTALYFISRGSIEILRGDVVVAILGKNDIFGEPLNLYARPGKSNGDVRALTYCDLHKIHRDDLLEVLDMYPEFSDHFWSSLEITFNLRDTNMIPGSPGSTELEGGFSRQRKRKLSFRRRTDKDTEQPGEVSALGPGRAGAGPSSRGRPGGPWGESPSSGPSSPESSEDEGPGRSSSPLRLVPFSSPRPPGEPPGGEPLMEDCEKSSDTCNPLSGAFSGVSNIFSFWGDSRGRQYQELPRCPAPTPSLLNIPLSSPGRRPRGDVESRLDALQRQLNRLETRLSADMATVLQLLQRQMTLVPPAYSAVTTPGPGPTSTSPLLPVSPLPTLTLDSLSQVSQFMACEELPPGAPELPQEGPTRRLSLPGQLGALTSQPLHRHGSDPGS
KCNQ1 act: potentiators or activators of human KCNQ1 potassium channel; P51787; CHO-K1 KCNQ1, thallium flux FluxOR fluorescence; stronger effect = higher value; B-score at 10 µM; 310,000 tested, 0.35% active; AID 2648;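 active = fluorescence ratio B-score, a plate-corrected score, at least three library SD, with initial intensity B-score within 5 SD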
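System: Stable KCNQ1 CHO-K1 line | Incubation: 90 min dye loading and 20 min compound exposure, both at room temperature | Measure: Ratio B score | Medium: Assay buffer for compound exposure, DMSO matched across wells | Compound dosing: Single-concentration screen | Probe or stimulus: K+/Tl+ depolarizing stimulus | Measured by: Kinetic FluxOR fluorescence, 10 s baseline plus 110 s post-stimulus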
KCNK3 block: human KCNK3 channel inhibition, primary screen; CHO-KCNK3 thallium flux, FluxOR fluorescence; stronger effect = lower value; 340,000 tested, 0.84% active; B-score at 10 µM;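 active = B-score under library mean minus 4 SD, starting fluorescence ratio at most library mean plus 5 SD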;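 note: more negative B-score means stronger inhibition of thallium flux through KCNK3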
PolyA inhibitor: blocks polyadenylation in yeast reporter cells; 300,000 tested, 0.02% active; calls only at 12 µM; S. cerevisiae SKY197-pL101 polyadenylation reporter, beta-gal luminescence; efflux-impaired pdr1/pdr3 knockout yeast; score 100 = 6 SD above DMSO;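 active = lowest replicate activity score at least 50, where 100 means six control SD above control mean; inconclusive = lowest score under 50 but half or more replicates reach 50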;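 note: yeast exposed to compound for 9 h at 30 °C; higher score means more reporter readthrough which indicates perturbed polyadenylation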
KCNK9 inh: human KCNK9 channel inhibition; HEK293 KCNK9, FluxOR thallium flux fluorescence; stronger effect = lower value; B-score at 10 µM; 310,000 tested, 1.2% active;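 active = ratio B-score over 3 SD below the library mean, with starting fluorescence within 5 SD of its mean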;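 note: negative B-score means less thallium flux so channel inhibition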
TRPC4 potent: allosteric potentiators of mouse TRPC4 channel; HEK293 TRPC4beta/mu-opioid, DAMGO EC20, Fluo-4 Ca2+ flux; stronger effect = higher value; B-score at 10 µM; 310,000 tested, 0.42% active;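 active = B-score of calcium response area above 5 SD of library B-scores, with initial fluorescence ratio within 5 SD of library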;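 note: B-score of integrated fluorescence ratio over time as area under calcium response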
TRPC4 agonist: opens the mouse TRPC4 cation channel; 310,000 tested, 0.49% active; B-score at 10 µM; AID 2237; HEK293 TRPC4beta/mu-opioid, Fluo4 calcium fluorescence; stronger effect = higher value; Q9QUQ5;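 active = B-score above 5 SD of library B-scores, and initial fluorescence ratio not above library mean plus 5 SD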;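 note: positive B-score marks a calcium rise read as TRPC4 activation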
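Assay system: HEK293 stable line with TRPC4beta plus mu-opioid receptor. Times: dye 45 min RT, read 110 s. Measured by: kinetic Fluo4 calcium fluorescence. Measure: B score of integrated ratio. Controls: assay buffer as low control, maximal DAMGO as high control.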
DYRK1A inh: Dyrk1A (rat) kinase inhibition | 310,000 tested, 0.43% active | AID 504441 | inhibition, % at 12.5 µM | Q63470 | ADP-Glo luminescence, NFATc1 peptide; in the data active = inhibition above about 50%;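 note: plate controls were vehicle with enzyme for no effect and no enzyme for full effect; many of its hits are not listed in these tables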
The depositor's hits bear a star; i = inactive; ? = inconclusive; . = no result given. Not all compounds are listed; the hit share may differ from the screen's.

SMILES	KCNQ1 inh	Platelet DG rel	TRPC4 inh	hERG protect	KCNQ1 act	KCNK3 block	PolyA inhibitor	KCNK9 inh	TRPC4 potent	TRPC4 agonist	DYRK1A inh
CCc1ccccc1N1CC(C(=O)Nc2nccs2)CC1=O (stereo not given)	i	-0.5	i	-4.2	i	i	i	i	i	i	0.0
CCCC(=O)Nc1ccc(NC(=O)c2ccccc2Cl)nc1	i	1.0	i	-7.3	i	i	i	i	i	i	-2.8
COc1ccc(C2/C(=C(\O)c3ccc4c(c3)OCCO4)C(=O)C(=O)N2CCCN(C)C)c(OC)c1 (stereo not given)	i	-1.4	i	-4.7	i	i	i	i	i	i	-1.0
O=C(CCCCO)CCCCCCCC[C@H]1N[C@H](CO)[C@H](O)[C@@H]1O[C@@H]1O[C@H](CO)[C@@H](O)[C@H](O)[C@H]1O	i	8.6	i	1.9	i	i	i	i	i	i	-1.5
Cc1sc2nc(CSc3nnnn3-c3ccc(Cl)cc3)[nH]c(=O)c2c1C	i	0.3	i	-4.2	i	i	i	i	i	i	7.7
O=C(COc1ccccc1C(=O)c1cnn(-c2ccccc2)c1)Nc1ccc2ccccc2c1	i	-5.2	i	-5.6	i	i	i	i	i	i	1.2
Cc1ccc(C2NC(=S)NC3=C2C(=O)CCC3)cc1 (stereo not given)	i	6.5	i	-17.6	i	i	i	i	i	i	.
O=C(NCc1ccccn1)C1CCN(S(=O)(=O)c2cccs2)CC1	i	-0.2	i	-7.4	i	i	i	i	i	i	-3.6
O=C(CN1C(=O)/C(=C\c2ccccc2Cl)Sc2ccccc21)NCCCN1CCOCC1	i	2.1	i	-18.9	i	i	i	i	i	i	4.3
Cc1ccc(C2CC(=O)N3CN(Cc4ccco4)CSC3=C2C#N)cc1 (stereo not given)	i	10.1	i	-6.7	i	i	i	i	i	i	0.1
Cc1nc2ccccc2c2oc(C(=O)NCc3ccc4c(c3)OCO4)cc12	i	9.8	i	-12.0	i	i	i	i	i	i	5.5
Cc1ccc(NC(=O)CCC(=O)NNC(=O)c2ccccc2Cl)c(C)c1	i	-0.8	i	-5.7	i	i	i	i	i	i	-4.0
Cc1cc(Cl)ccc1OCCCC(N)=O	i	9.2	i	-4.6	i	i	i	i	i	i	-2.1
CCN(c1cccc(C)c1)S(=O)(=O)c1cc2c3c(c1)CCC(=O)N3CCC2	i	9.4	i	-12.1	i	i	i	i	i	i	4.3
COc1ccc(CC(=O)OC(C)CN2CCOCC2)cc1 (stereo not given)	i	-2.5	i	-5.1	i	i	i	i	i	i	-2.9
COc1ccc(C2/C(=C(/O)c3ccccc3)C(=O)C(=O)N2c2ccccn2)c(OC)c1 (stereo not given)	i	2.2	i	-9.5	i	i	i	i	i	i	-4.5
COc1ccccc1N1CC(C(=O)Nc2nnc(SC)s2)CC1=O (stereo not given)	i	-7.3	i	-8.9	i	i	i	i	i	i	3.3
Cc1c(N2C(=O)/C(=C\C3CC=CCC3)SC2=S)c(=O)n(-c2ccccc2)n1C (stereo not given)	i	-3.1	i	-11.8	i	i	i	i	17*	i	.
O=C(c1ccco1)N1CCN(c2ncnc3c2[nH]c2ccc(Cl)cc23)CC1	i	-10.7	i	-6.4	i	.	i	i	i	i	.
COCCNC(=O)c1cc2c(-c3ccccc3F)nn(C)c2s1	i	-8.7	i	-16.5	i	i	i	i	i	i	15.8
Cc1ccccc1CCNC(=O)Cn1ccc2cc(S(=O)(=O)N3CCCC3)ccc21	i	3.1	i	-4.3	i	i	i	i	i	i	-1.5
COc1ccccc1C(=O)n1nc(-c2ccc(Cl)cc2)nc1N	i	-13.0	i	-9.9	i	i	i	i	i	i	6.0
COc1cccc(NC(=O)[C@H](CC(C)C)NC(=O)N2CCn3c2nc2ccccc23)c1	i	5.7	i	-5.5	i	i	i	-9.94*	i	i	2.8
Cc1cc(OC(C)C(=O)Nc2ccccc2C(=O)N2CCCC2)ccc1Cl (stereo not given)	i	4.3	i	-11.1	i	i	i	i	i	i	-0.5
CCOC(=O)C(=O)NNc1ccc(Cl)cc1	i	4.7	i	-8.9	i	i	i	i	i	i	-1.6
SMILES	KCNQ1 inh	Platelet DG rel	TRPC4 inh	hERG protect	KCNQ1 act	KCNK3 block	PolyA inhibitor	KCNK9 inh	TRPC4 potent	TRPC4 agonist	DYRK1A inh
CC(On1c(-c2ccccc2)nc2ccc(Cl)cc21)C(=O)O (stereo not given)	i	2.4	i	-9.6	i	i	i	i	i	i	-0.3
CC(=O)n1cc([C@@H]2C=C(C(=O)NCc3ccccc3)O[C@H](OCc3ccc(CO)cc3)C2)c2ccccc21	i	3.1	i	-12.2	i	i	i	i	15*	i	2.3
N#CC1(c2ccccc2)CCCN1C(=O)c1ccccc1Cl (stereo not given)	i	-5.6	i	-10.8	i	i	i	i	i	i	5.5
Cc1cccc(OCCCC(=O)N2CCCCCC2)c1C	i	-0.8	i	-10.4	i	i	i	i	i	i	-9.0
O=C(Nc1cccc(-c2nc3ccccc3[nH]2)c1)c1ccccn1	i	-4.6	i	-10.4	i	-12.6*	i	-7.07*	i	i	6.9
CCC(C)NCCCCOc1ccc(C)cc1[N+](=O)[O-] (stereo not given)	i	-2.3	.	-7.0	i	i	i	i	i	i	1.0
Cc1ccc(S(=O)(=O)NCc2cn3ccsc3n2)c(C)c1	i	-4.8	i	-6.0	i	-20.8*	i	i	i	i	-4.8
CC(NC(=O)COC(=O)c1ccccc1Nc1ccccc1)c1ccccc1 (stereo not given)	i	-1.0	i	-13.3	i	i	i	i	i	i	-9.8
Cc1cc2nc(-c3ccc(SCC(=O)Nc4ccc(S(=O)(=O)N5CCCC5)cc4)nc3)[nH]c2cc1C	i	10.9	i	-8.6	i	i	i	i	i	i	-1.6
COc1ccc(O)c(/C=N/Nc2nc(Nc3ccccc3)nc(-n3nc(C)cc3C)n2)c1	10*	-0.5	i	-15.1	i	i	i	-12.4*	i	i	2.9
O=C(CNC(=O)c1cccc(Cl)c1)Nc1ccc(F)c(F)c1F	i	22.1	i	-5.1	i	i	i	i	i	i	-1.1
O=C(CNC(=O)c1cccs1)OCC(=O)c1ccc(Br)cc1	i	0.7	i	-3.6	i	i	i	i	i	i	7.7
Cc1ccc(C(=O)N/C(=C/c2ccc(-c3cc(C(F)(F)F)ccc3Cl)o2)C(=O)NCc2cccnc2)cc1	i	7.6	i	-5.2	i	i	i	i	i	i	0.0
C/C(=N\NC(=O)CNC(=O)c1ccc(F)cc1)c1ccco1	i	0.1	i	-2.4	i	i	i	i	i	i	0.9
CCOC(=O)c1c(NC(=S)NC)sc2c1CCCC2	i	3.6	i	28.9*	77*	i	i	i	i	i	1.4
COc1ccc(/C=N\NC(=O)c2ccc(-c3ccccc3)cc2)c(OC)c1OC	i	.	i	-12.7	i	i	.	i	i	i	-0.7
CN1C(C)(C)CC(NC(=O)CCC(=O)NC2CC(C)(C)N(C)C(C)(C)C2)CC1(C)C	i	-14.8	i	-10.2	i	i	i	i	i	i	-4.9
Cc1ccc(N2CCN(C(=O)c3nn(C)c4c3CS(=O)(=O)c3ccccc3-4)CC2C)cc1 (stereo not given)	i	1.3	i	-9.7	i	i	i	i	i	i	.
COc1ccccc1-n1c(SCC(=O)Nc2ccccc2F)nc2[nH]ncc2c1=O	i	-4.0	i	-13.7	i	-9.58*	i	i	i	i	-0.5
O=C(/C=C/c1ccco1)N1CCN(S(=O)(=O)c2cccs2)CC1	i	11.2	i	-14.3	i	i	i	i	i	i	-0.8
CC1CCc2nn(CC(=O)NCc3ccco3)cc2C1 (stereo not given)	i	3.2	i	-5.8	i	i	i	i	i	i	8.5
CCOc1ccccc1NC(=O)COC(=O)c1cc[n+]([O-])cc1	i	0.7	i	-13.6	i	i	i	i	i	i	5.6
CCc1ccc(C(=O)Nc2cccc(-c3nn[nH]n3)c2)s1	i	?	i	-17.5	i	i	i	i	i	i	82.9*
C=CCn1c(CNC(=O)c2ccco2)nnc1SCC(=O)c1ccc(F)cc1	i	-1.6	i	-5.6	i	i	i	i	i	i	-5.0
COc1ccc(/C=C2\SC(=S)N(CCC(=O)NC3CCCC3)C2=O)cc1OC	i	11.2	i	-6.7	i	i	i	i	i	i	0.6
SMILES	KCNQ1 inh	Platelet DG rel	TRPC4 inh	hERG protect	KCNQ1 act	KCNK3 block	PolyA inhibitor	KCNK9 inh	TRPC4 potent	TRPC4 agonist	DYRK1A inh
COc1ccc(C)cc1NC(=O)N1CCCc2ccccc21	i	0.6	i	-14.5	i	i	i	i	i	i	1.4
CC(C)(C)c1ccc(/C=C(\C#N)C(=O)Nc2ccccn2)cc1	i	-0.3	i	-6.1	i	i	i	i	i	i	9.8
COC(=O)c1ccccc1NC(=O)CNC(=O)c1ccco1	i	-9.6	i	-6.2	i	i	i	i	i	i	-10.1
CC1=NN(c2ccccc2)C(=O)/C1=C/c1ccc(Cl)cc1	8*	0.2	i	-5.9	i	i	i	i	10*	i	-4.0
Cc1cccn2c(=O)nc(SCC(=O)c3ccc(Cl)cc3)nc12	i	13.6	i	-12.7	i	i	i	i	i	i	-6.1
O=C(c1ccc2c(=O)n3c(nc2c1)CCCCC3)N1CCN(c2ccccc2F)CC1	i	0.5	i	-7.5	i	i	i	i	i	i	17.0
CCCN(CC(=O)Nc1ccccc1C)C(=O)c1cccc(-n2cnnn2)c1	i	21.0	i	-10.5	i	i	i	i	i	i	-7.8
Cc1ccc([C@@H]2[C@@H]3C(=O)N(C)C(=O)[C@@H]3[C@]3(C)C(=O)N(CCO)CC(=O)N23)o1	i	0.8	i	-0.6	i	i	i	i	i	i	1.7
O=C(CSc1nn(-c2ccccc2)c(=S)s1)Nc1ncccn1	i	-9.5	i	-15.7	i	i	i	i	i	i	-3.7
O=C(CCN1C(=O)C2C3C=CC(C3)C2C1=O)N1CCCCC1 (stereo not given)	i	-0.3	i	1.6	i	i	i	i	i	i	.
Cc1cc(C)cc(N2CC(C(=O)Nc3cc(C)on3)CC2=O)c1 (stereo not given)	i	4.8	i	-9.0	i	i	i	i	i	i	-3.0
CCOC(=O)C1CCCN(C(=O)Cn2ncc3c([nH]c4ccccc43)c2=O)C1 (stereo not given)	i	2.5	i	-6.7	i	i	.	i	i	i	-9.9
COc1ccc(/C=N/S(=O)(=O)c2ccccc2)cc1OC	i	0.5	i	-9.6	i	i	i	i	i	i	-3.1
CN(C)C(=O)c1noc2cc([N+](=O)[O-])ccc12	i	-4.2	i	-9.9	i	i	i	i	i	i	2.6
